Assay outcomes as filed in PubChem BioAssay.
mIAP block = mouse IAP inhibition | inhibition, % at 10 µM | purified mouse IAP, CDP-Star luminescence, 30 min | actives 0.2% (n = 330,000) | AID 2806;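 active = inhibition of at least 40% at 10 µM in the primary screen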;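 also: plate controls were DMSO with enzyme for no effect and no enzyme wells for full effect; values of inactives mirror those of a sister screen read the other way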
Apaf1 inhib = inhibitors of human Apaf-1 apoptosome. reconstituted apoptosome caspase-3 activity, DEVD-Rh110 fluorescence. actives 0.71% (n = 330,000). inhibition, % at 20 µM. AID 489030; active = inhibition of at least 40% at 20 µM;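 also: plate controls were DMSO wells for no effect and DEVD-CHO caspase inhibitor wells for full effect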
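System: Apoptosome proteins | Medium: Hepes pH 7.5 with detergent and BSA | Also added: Cytochrome c trigger plus (Z-DEVD)2-Rh110 caspase-3 substrate | Incubation: 30 min compound preincubation, 50 min activation, room temperature | Detection: Rhodamine 110 fluorescence at Ex 480/Em 540 nm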
TIM10 inh = growth inhibitors of TIM10 yeast strain | S. cerevisiae TIM10 strain growth, BacTiter-Glo luminescence, 24 h | inhibition, % at 10 µM | actives 1.4% (n = 330,000) | AID 463195;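 active = inhibition of 40% or more at the single tested concentration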;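 also: wild-type TIM10 isogenic control strain grown at permissive 25 °C; 0% = DMSO yeast wells and 100% = minimal medium wells without yeast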
ATG4B inhibitor = ATG4B (human) cysteine protease inhibition. Q9Y4P1. ATG4B cleavage of LC3-PLA2, NBD-HPC fluorescence, 1 h. inhibition, % at 8.33 µM. actives 0.51% (n = 340,000). AID 504462; in the data active = inhibition above about 40%
Target sequence (Q9Y4P1 whole entry, looked up): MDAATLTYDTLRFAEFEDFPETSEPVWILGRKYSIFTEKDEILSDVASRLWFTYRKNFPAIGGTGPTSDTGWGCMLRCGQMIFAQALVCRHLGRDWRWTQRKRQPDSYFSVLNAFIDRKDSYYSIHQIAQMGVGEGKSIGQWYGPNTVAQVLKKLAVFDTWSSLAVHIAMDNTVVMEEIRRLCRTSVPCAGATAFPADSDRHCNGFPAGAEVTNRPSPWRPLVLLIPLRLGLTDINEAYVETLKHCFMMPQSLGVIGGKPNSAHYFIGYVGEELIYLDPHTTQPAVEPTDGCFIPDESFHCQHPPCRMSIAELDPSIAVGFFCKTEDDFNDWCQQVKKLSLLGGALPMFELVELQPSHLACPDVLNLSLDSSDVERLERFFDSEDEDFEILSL
mIAP act = increases mouse intestinal alkaline phosphatase activity. muIAP, CDP-Star luminescence, 30 min; hits give high values; 1 = vehicle-only enzyme signal, 0 = enzyme-free wells. activation factor at 10 µM. actives 0.24% (n = 330,000). AID 2805;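 active = activation factor of at least 2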; also: the source names both 10 and 20 µM as test concentration; values of inactives mirror those of a sister screen read the other way
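System: Mouse IAP enzyme | Also added: CDP-Star substrate | Dosing: Compounds dispensed in DMSO | Schedule: 30 min enzyme-substrate-compound incubation at room temperature | Technique: Chemiluminescence readout | Control set: DMSO-only wells and no-enzyme negative control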
tim10-1 inh = inhibits growth of tim10-1 mutant yeast; AID 463190; inhibition, % at 20 µM; S. cerevisiae tim10-1 ts strain growth, BacTiter-Glo, 24 h; actives 2.2% (n = 330,000);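 active = inhibition of at least 40%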;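 also: mutant grown at 25 °C; 0% = DMSO wells with yeast and 100% = wells holding no yeast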
hIAP block = blocks human intestinal alkaline phosphatase | P09923 | purified IAP, CDP-Star luminescence, 30 min | inhibition, % at 10 µM | actives 0.12% (n = 330,000) | AID 2544;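 active = inhibition reaching a set limit with compound at 10 µM in the primary screen, cut at about 35% in these data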;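 also: plate controls were DMSO wells with enzyme for no effect and no-enzyme buffer wells for full effect; values of inactives mirror those of a sister screen read the other way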
Target sequence (P09923 whole entry, looked up): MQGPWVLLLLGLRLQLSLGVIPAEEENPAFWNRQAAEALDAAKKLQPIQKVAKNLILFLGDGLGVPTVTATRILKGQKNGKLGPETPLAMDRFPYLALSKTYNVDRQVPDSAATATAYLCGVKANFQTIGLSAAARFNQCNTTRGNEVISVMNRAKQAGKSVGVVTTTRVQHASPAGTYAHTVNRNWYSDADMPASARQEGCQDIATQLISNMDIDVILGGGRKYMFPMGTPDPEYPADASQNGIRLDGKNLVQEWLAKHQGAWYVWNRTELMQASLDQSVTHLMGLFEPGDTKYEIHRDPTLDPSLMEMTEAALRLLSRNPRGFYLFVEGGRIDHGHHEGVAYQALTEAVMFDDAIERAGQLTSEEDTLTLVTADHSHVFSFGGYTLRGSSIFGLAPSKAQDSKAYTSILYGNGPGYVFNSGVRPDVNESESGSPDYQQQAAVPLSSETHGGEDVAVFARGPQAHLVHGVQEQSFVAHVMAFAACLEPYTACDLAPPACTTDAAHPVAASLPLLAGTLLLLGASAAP
hIAP act = human IAP activation; purified human IAP, CDP-Star luminescence, 30 min; hits give high values; 1 = vehicle-only enzyme, 0 = enzyme-free background; actives 0.16% (n = 330,000); P09923; activation factor at 10 µM; AID 2524;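 active = activation factor of the enzyme at least 2-fold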; also: the source names both 10 and 20 µM as test concentration; values of inactives mirror those of a sister screen read the other way
NLRP3 yeast inh = NALP3 inhibition in yeast; inhibition, % at 10 µM; actives 0.39% (n = 330,000); Yeast reconstituted NLRP3/ASC/caspase-1, beta-gal luminescence, 24 h;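 active = inhibition of 50% or more; inactive = inhibition below 50%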;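 also: plate controls were induced DMSO wells for no effect and uninduced yeast grown without galactose for full effect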
The depositor's hits bear a star; · = not tested or not shown.

SMILES	mIAP block	Apaf1 inhib	TIM10 inh	ATG4B inhibitor	mIAP act	tim10-1 inh	hIAP block	hIAP act	NLRP3 yeast inh
CC(C)(C)OC(=O)NCCCCCNC(=O)c1nc[nH]c1C(=O)NCc1ccc(CNC(=O)OC(C)(C)C)cc1	1	24	-3	-8	0.99	1	-33	1.3	10
CCN(CC)S(=O)(=O)c1cccc(C(=O)NCC2CCCO2)c1 (centres undefined)	5	-12	1	1	0.95	-13	6	0.94	19
O=C(CSc1nc(NS(=O)(=O)c2ccccc2)cc(=O)[nH]1)Nc1cccc(C(F)(F)F)c1	18	3	-1	-1	0.82	-5	5	0.95	10
COc1cc([N+](=O)[O-])ccc1NC(=O)/C=C\C(=O)O	-6	-2	0	-7	1.1	2	6	0.94	25
CCCCNC(=S)Nc1ccc(F)cc1	-3	-10	10	2	1	-7	-10	1.1	2
COc1ccc(N2CCN(C3CCCN(Cc4ccc(F)c(F)c4)C3)CC2)cc1 (centres undefined)	14	2	-5	3	0.86	2	8	0.92	20
Nc1nc(NC(=O)c2cccc(S(=O)(=O)N3CCCCCC3)c2)nc(-c2ccccc2)n1	10	12	1	-11	0.91	-8	3	0.97	1
COc1ccc(-n2c(C)c(C(C)=O)c3cc(OC(C)=O)ccc32)cc1	2	7	17	-7	0.98	28	20	0.81	6
Cn1nnnc1SCC(=O)Nc1ccc(Oc2ccc(Cl)cc2)cc1	0	-2	5	-9	1	6	13	0.87	13
CN(CC(=O)Nc1ccccc1F)S(=O)(=O)c1ccc2c(c1)n(C)c(=O)c(=O)n2C	12	-12	3	-7	0.89	-9	8	0.92	15
Cc1nn(Cc2ccccc2)c(C)c1NC(=O)c1cc(-c2ccco2)on1	9	-5	-4	-6	0.91	21	25	0.75	19
O=c1c2ccc([N+](=O)[O-])cc2ncn1CCOc1cccc(Br)c1	8	13	10	-8	0.92	21	-1	1	13
COc1ccc(N(CC(=O)N2CCN(c3ccccc3)CC2)S(=O)(=O)c2c(C)noc2C)cc1	6	9	17	-26	0.94	21	7	0.93	16
O=S(=O)(Cc1ccc(Cl)cc1)c1ncc(CO)n1Cc1ccccc1	-10	-2	-12	-7	1.1	1	4	0.96	7
CCn1c(SCC(=O)NC2CCCCC2)nnc1C(C)NC(=O)c1ccccc1F (centres undefined)	-11	7	-11	-1	1.1	2	-26	1.3	5
COc1ccc(S(=O)(=O)N2CCOC2CNC(=O)C(=O)NCCCn2ccnc2)cc1OC (centres undefined)	6	4	-17	-7	0.94	-17	7	0.93	5
CC(C)(C)OC(=O)C[C@@H]1C/C=C\C[C@@H](CC(=O)N(CCO)Cc2ccccc2)C(=O)N[C@H](C(C)(C)C)COC1=O	10	2	-2	2	0.9	7	4	0.96	12
C/C(=N\Nc1ccccc1)c1cc2ccccc2oc1=O	0	3	27	-1	1	21	-6	1.1	-13
Cc1nc2ccc(NC(=O)NC(=O)c3c(Cl)cccc3Cl)cc2o1	-13	-4	9	6	1.1	12	-6	1.1	22
O=C(Nc1ccc(OC(F)(F)F)cc1)N1CCN(c2ccnc3cc(Cl)ccc23)CC1	5	18	46*	-4	0.95	35	11	0.89	8
CC(NC(=O)COC(=O)c1ccc(N2CCCC2=O)cc1)c1ccc(F)cc1 (centres undefined)	-9	-8	4	-9	1.1	1	8	0.92	6
Cc1ccc(-c2nn(-c3ccccc3)cc2C2CC(c3cccs3)=NN2C(=O)CCCC(=O)O)cc1 (centres undefined)	3	12	14	2	0.97	8	14	0.86	5
CCCCN(CC)C(=O)Cn1nc(Cc2ccncc2)c2ccccc2c1=O	2	0	-12	-2	0.98	11	-5	1.1	-12
O=C(Nc1cccc(-n2cccn2)c1)C1CCCN(Cc2ccc(C#CCCO)cc2)C1 (centres undefined)	2	5	1	-6	0.98	8	-12	1.1	12
CCn1c(=O)n(CC)c2cc(S(=O)(=O)N3CCc4ccccc43)ccc21	-6	7	10	-1	1.1	8	20	0.8	1
CC(C)(CN1CCc2ccccc2C1)NS(=O)(=O)c1ccccc1	0	-12	-41	-7	1	-42	-2	1	2
O=C(CCC(=O)Nc1ccccc1Cl)NNC(=O)c1ccccc1[N+](=O)[O-]	-4	1	-10	3	1	-2	-15	1.2	10
Cc1cc(C)nc(N2CCCC(C(=O)Nc3nnc(C(C)C)s3)C2)n1 (centres undefined)	-1	4	-5	·	1	2	-8	1.1	15
O=C(NC(=S)Nc1cccnc1)c1cccc(Br)c1	8	6	-4	-16	0.92	19	5	0.95	30
Cc1ccc(C(C)(C)C)cc1S(=O)(=O)N1CC(=O)Nc2ccccc21	-8	7	25	4	1.1	23	-2	1	11
COc1ccc(NC2CCCN(C(=O)c3cccc(N(C)C)c3)C2)cc1 (centres undefined)	0	-14	9	-4	1	10	-21	1.2	10
Cc1cc(C(=O)N/N=C/c2c(CO)cnc(C)c2O)c2ccccc2n1	6	7	13	-5	0.94	6	-76	1.8	7
CC1CC(C)(C)NC(=S)N1CC(=O)NCc1ccccc1Cl (centres undefined)	7	-3	-8	4	0.93	8	-9	1.1	7
O=C(COc1ccc(Cl)cc1)Nc1ccc(C(=O)O)cc1NC(=O)COc1ccc(Cl)cc1	8	16	2	1	0.93	7	1	0.99	-1
Cc1ccc(C)c(N2N=C(C(=O)Nc3nccs3)CCC2=O)c1	7	-7	-16	-9	0.93	12	1	0.99	-15
COc1cc(Cl)c(CNC[C@H]2O[C@@H](n3cnc4c(N)ncnc43)[C@H](O)[C@@H]2O)c(Cl)c1O	-9	10	-18	-1	1.1	0	·	·	·
CC(=O)Nc1ccc(S(=O)(=O)N(C)CC(=O)OCC(=O)N(C)C2CCS(=O)(=O)C2)cc1 (centres undefined)	-2	-3	9	-1	1	-11	-5	1	22
CCN1CCN(c2ccc(S(=O)(=O)N3CCOCC3)cc2NC(=O)c2ccccc2SC)CC1	-2	-4	5	-2	1	-7	-8	1.1	22
CCS(=O)(=O)Nc1ccc(C2=NN(S(C)(=O)=O)C(c3cccs3)C2)cc1 (centres undefined)	8	-4	13	-10	0.92	10	14	0.86	4
C=CCN(c1ccc(C(=O)NC(C)C)cc1)S(C)(=O)=O	-7	-7	14	-6	1.1	8	-12	1.1	12

Reformatted with each value named: part of the list above
> O=C(COc1ccc(Cl)cc1)Nc1ccc(C(=O)O)cc1NC(=O)COc1ccc(Cl)cc1
  mIAP block: 8
  Apaf1 inhib: 16
  TIM10 inh: 2
  ATG4B inhibitor: 1
  mIAP act: 0.93
  tim10-1 inh: 7
  hIAP block: 1
  hIAP act: 0.99
  NLRP3 yeast inh: -1
> Cc1ccc(C)c(N2N=C(C(=O)Nc3nccs3)CCC2=O)c1
  mIAP block: 7
  Apaf1 inhib: -7
  TIM10 inh: -16
  ATG4B inhibitor: -9
  mIAP act: 0.93
  tim10-1 inh: 12
  hIAP block: 1
  hIAP act: 0.99
  NLRP3 yeast inh: -15

Copied from above for reference:
SMILES	mIAP block	Apaf1 inhib	TIM10 inh	ATG4B inhibitor	mIAP act	tim10-1 inh	hIAP block	hIAP act	NLRP3 yeast inh
Cc1ccc(C(C)(C)C)cc1S(=O)(=O)N1CC(=O)Nc2ccccc21	-8	7	25	4	1.1	23	-2	1	11
COc1ccc(NC2CCCN(C(=O)c3cccc(N(C)C)c3)C2)cc1 (centres undefined)	0	-14	9	-4	1	10	-21	1.2	10
Cc1cc(C(=O)N/N=C/c2c(CO)cnc(C)c2O)c2ccccc2n1	6	7	13	-5	0.94	6	-76	1.8	7
CC1CC(C)(C)NC(=S)N1CC(=O)NCc1ccccc1Cl (centres undefined)	7	-3	-8	4	0.93	8	-9	1.1	7
O=C(COc1ccc(Cl)cc1)Nc1ccc(C(=O)O)cc1NC(=O)COc1ccc(Cl)cc1	8	16	2	1	0.93	7	1	0.99	-1
Cc1ccc(C)c(N2N=C(C(=O)Nc3nccs3)CCC2=O)c1	7	-7	-16	-9	0.93	12	1	0.99	-15
COc1cc(Cl)c(CNC[C@H]2O[C@@H](n3cnc4c(N)ncnc43)[C@H](O)[C@@H]2O)c(Cl)c1O	-9	10	-18	-1	1.1	0	·	·	·
CC(=O)Nc1ccc(S(=O)(=O)N(C)CC(=O)OCC(=O)N(C)C2CCS(=O)(=O)C2)cc1 (centres undefined)	-2	-3	9	-1	1	-11	-5	1	22
CCN1CCN(c2ccc(S(=O)(=O)N3CCOCC3)cc2NC(=O)c2ccccc2SC)CC1	-2	-4	5	-2	1	-7	-8	1.1	22
CCS(=O)(=O)Nc1ccc(C2=NN(S(C)(=O)=O)C(c3cccs3)C2)cc1 (centres undefined)	8	-4	13	-10	0.92	10	14	0.86	4
C=CCN(c1ccc(C(=O)NC(C)C)cc1)S(C)(=O)=O	-7	-7	14	-6	1.1	8	-12	1.1	12

(continued)
SMILES	mIAP block	Apaf1 inhib	TIM10 inh	ATG4B inhibitor	mIAP act	tim10-1 inh	hIAP block	hIAP act	NLRP3 yeast inh
CC(=O)N1CCN(S(=O)(=O)c2ccc(C)cc2)C1C(C)C (centres undefined)	-1	-14	-1	1	1	6	2	0.98	-12
CN1CCN(C(=O)Nc2cccc3ccccc23)CC1	5	-17	0	9	0.95	9	19	0.81	-3
CN(C)c1ccc(C(=O)NCc2ccc3c(c2)OCO3)cc1	2	4	-22	-5	0.98	-22	0	1	24
Cc1[nH]c2ccccc2c1[C@H]1[C@@H](CC#N)C1(C)C	-10	3	29	-12	1.1	36	-12	1.1	-2
O=C(CN1C(=O)c2ccccc2C1=O)N1CCN(c2nnc(-c3ccccc3)c3ccccc23)CC1	18	11	7	-1	0.82	11	-4	1	1
CCCCc1nc(NCCO)c(C#N)c2c1CCCC2	-7	19	-7	-36	1.1	21	-16	1.2	-30
COc1ccc(C(=O)NCCc2nnc3ccc(SCC(=O)Nc4ccccc4F)nn23)cc1	11	-4	11	5	0.89	1	10	0.9	4
CCCCn1c(SCC(=O)c2ccc(O)cc2O)nc2cc(S(N)(=O)=O)ccc21	-3	14	-4	-21	1	11	14	0.86	6
Cc1nn(S(=O)(=O)c2ccc(F)cc2)c(C)c1S(=O)(=O)N1CCCCC1	8	-2	0	4	0.92	4	18	0.82	-1
Cc1ccccc1Cn1cc(NC(=O)c2nc3ncccn3n2)cn1	-8	7	1	-9	1.1	9	3	0.97	0
O=C(Nc1ccc(S(=O)(=O)NCc2ccco2)cc1)C1CCCCC1	-10	19	9	9	1.1	7	-22	1.2	8
CCC(C)NC(=O)COC(=O)Cc1sc(N)nc1-c1ccc(C)cc1 (centres undefined)	6	15	11	-7	0.94	30	-14	1.1	-7
CCOc1ccc(CNS(=O)(=O)c2cc(-c3cc(C)no3)ccc2OC)cc1OC	4	11	-10	-6	0.96	6	-9	1.1	2
CC(=O)Nc1ccc(S(=O)(=O)N2CCN(S(=O)(=O)c3ccc(NC(C)=O)cc3)CC2)cc1	5	-9	2	16	0.95	-21	4	0.96	14
CCn1c2ccccc2c2cc(NC(=O)COC(=O)c3cc(S(N)(=O)=O)c(Cl)cc3Cl)ccc21	3	15	-22	-16	0.97	-1	-6	1.1	4
CC(NS(=O)(=O)c1ccc2c(c1)CC(=O)N2C)c1ccccc1 (centres undefined)	-8	8	-5	-1	1.1	11	-4	1	-14
CC(C)c1nc(CNC(=O)CCc2nnc(-c3ccsc3)o2)cs1	-14	7	-1	5	1.1	-4	-22	1.2	11
CC(=O)c1nn(-c2ccc(Cl)cc2)cc1C(=O)c1ccccc1	2	-11	-15	-2	0.98	-24	22	0.78	15
COc1cc(SC)ccc1C(=O)Nc1nc(C)cs1	10	1	25	-12	0.9	28	-2	1	23
